# Screening data as filed in PubChem.
# TNAP inh hiacc – inhibitors of human TNAP at high phosphate acceptor concentration; 0.03% of 200,000 active; inhibition, % at 20 µM; AID 1135; purified TNAP, CDP-star luminescence, 1 M DEA;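 active = over 50% inhibition of tissue-nonspecific alkaline phosphatase at 20 µM in the single-dose screen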;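 note: plate controls were DMSO wells for no effect and EDTA-quenched wells as full inhibition for full effect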
# Target sequence (P05186 whole entry, looked up): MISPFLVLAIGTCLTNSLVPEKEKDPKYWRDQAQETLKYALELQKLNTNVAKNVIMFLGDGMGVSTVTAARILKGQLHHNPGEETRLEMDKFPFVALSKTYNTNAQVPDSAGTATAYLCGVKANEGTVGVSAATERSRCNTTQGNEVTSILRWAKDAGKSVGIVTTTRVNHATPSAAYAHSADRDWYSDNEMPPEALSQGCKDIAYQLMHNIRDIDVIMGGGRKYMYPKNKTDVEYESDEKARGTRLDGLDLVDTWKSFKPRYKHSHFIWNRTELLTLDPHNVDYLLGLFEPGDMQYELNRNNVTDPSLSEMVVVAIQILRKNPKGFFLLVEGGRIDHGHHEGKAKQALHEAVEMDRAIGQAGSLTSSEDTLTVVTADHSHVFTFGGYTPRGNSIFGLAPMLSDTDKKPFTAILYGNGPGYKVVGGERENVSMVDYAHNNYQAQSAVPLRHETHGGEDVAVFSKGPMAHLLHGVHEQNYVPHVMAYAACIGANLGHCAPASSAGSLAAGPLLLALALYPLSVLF
# S1P3 antag – blocks the human S1P3 receptor; inhibition, % at 4.98 µM; Q99500; CHO S1P3 NFAT-BLA reporter, FRET fluorescence, antagonist mode; 0.27% of 170,000 active;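 active = inhibition above the plate cutoff, the mean inhibition of test wells on that plate plus 3 SD, cut at about 28% in these data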;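 note: cells challenged with S1P at its EC80 of 0.8 µM; blue over green emission ratio from cleaved BLA substrate after 4 h stimulation; 0% = S1P-stimulated wells and 100% = unstimulated DMSO-only wells; some compounds past the cut are filed as inactive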
# PMI act hi M6P – increases human PMI activity with near-saturating mannose 6-phosphate. 0.34% of 190,000 active. coupled PMI enzyme assay, resazurin fluorescence, 20 min; stronger effect = higher value; 1 = untreated enzyme, 0 = substrate-free blank. AID 1216. activation factor at 20 µM;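 active = activation factor of 2 or more at 20 µM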
# Target sequence (P34949 whole entry, looked up): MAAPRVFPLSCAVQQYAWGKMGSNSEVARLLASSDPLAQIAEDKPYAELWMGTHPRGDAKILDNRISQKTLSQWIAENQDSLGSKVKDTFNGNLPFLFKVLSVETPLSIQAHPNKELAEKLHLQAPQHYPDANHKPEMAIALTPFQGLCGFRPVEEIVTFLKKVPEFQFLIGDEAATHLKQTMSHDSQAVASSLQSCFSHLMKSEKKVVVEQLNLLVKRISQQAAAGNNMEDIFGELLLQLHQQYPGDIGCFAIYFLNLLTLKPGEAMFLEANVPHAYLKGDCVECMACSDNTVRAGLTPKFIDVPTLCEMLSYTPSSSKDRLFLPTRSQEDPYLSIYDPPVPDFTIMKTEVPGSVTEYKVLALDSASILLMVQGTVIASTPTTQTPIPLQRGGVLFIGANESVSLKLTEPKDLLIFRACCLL
#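 Test system: Human PMI in coupled enzyme assay | Input: 15 ng/mL PMI | Medium: HEPES-buffered pH 7.4 with magnesium and detergent | Compound: One concentration, 20 µM, in 1% DMSO | Incubation: Enzyme reaction with compound 20 min at room temperature | Detection: Diaphorase-driven resazurin-to-resorufin fluorescence, excitation 544, emission 590 nm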
# DTT redox prof – compounds producing H2O2 with reducing agent – biochemical, NIH compound library profiling, artefact control for MLSCN library redox annotation, primary screen | DTT-dependent redox cycling H2O2, phenol red/HRP absorbance; 100% = 100 µM peroxide control, 0% = buffer | activation, % at 10 µM | 0.03% of 200,000 active;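 active = activation of at least 50% relative to the plate's high and low controls in the primary single-dose screen; inactive = activation below 50%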;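 note: compound incubated with DTT at 0.8 mM final as the reducing agent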
# Hsp70 act – Hsp70 transcriptional activation, primary screen; HeLa Hsp70 promoter luciferase reporter, luminescence; scaled: vehicle 0, proteasome-inhibitor control 100%; activation, % at 10 µM; 0.04% of 200,000 active;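 active = activation above the mean across all tested compounds plus 3 SD, cutoff set per campaign, cut at about 5.5% in these data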;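 note: 100% = MG132 at 30 µM as the positive control and 0% = DMSO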
# Efa HMGR inh – E. faecalis class II HMG-CoA reductase inhibition. 0.41% of 190,000 active. inhibition, % at 10 µM. AID 1066. purified E. faecalis HMGR, NADPH absorbance 340 nm kinetic;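 active = inhibition above a set limit, the median over all tested compounds plus 3 SD, cut at about 9.5% in these data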;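 note: enzyme runs in reverse so mevalonate oxidation gives rising NADPH absorbance; 0% = complete reaction with DMSO and 100% = background rate lacking mevalonate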
# PMI act – increases human mannose-6-phosphate isomerase activity; P34949; purified human PMI, coupled resazurin fluorescence, 20 min; stronger effect = higher value; 1 = vehicle control, 0 substrate-free wells; activation factor at 20 µM; 0.005% of 190,000 active; AID 1214;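 active = activation factor of 2 or more at 20 µM, relative to plate controls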
# Lmaj promast – inhibitors of Leishmania major promastigote growth; Leishmania major promastigotes, resazurin fluorescence viability; inhibition, % at 10 µM; 9% of 200,000 active; in the data active = inhibition above about 50%;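 note: promastigotes grown with compound for 44 hours at 28 °C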
# RAM inhibit – yeast RAM network inhibition; 1.8% of 190,000 active; inhibition, % at 50 µM; AID 868; S. cerevisiae dse1pr::URA3 reporter, 5-FOA growth OD615, 2 d; analog-sensitive cbk1-as2 kinase mutant strain;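 active = inhibition above a set limit, 3 SD over mean compound inhibition, cut at about 8.4% in these data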;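 note: 0% = DMSO-only wells with no growth and 100% = 10 µM 1-NA-PP1 full growth; inhibition rescues growth on 5-FOA so higher OD means more RAM inhibition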
# TNAP inh no acc – TNAP (human) inhibition, acceptor-free conditions | inhibition, % at 20 µM | P05186 | purified TNAP, CDP-star luminescence, 30 min | AID 1012 | 0.26% of 200,000 active;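 active = tissue-nonspecific alkaline phosphatase inhibition above about 50% at 20 µM in the single-dose screen, limit read from the data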;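 note: 0% = DMSO negative control and 100% = EDTA positive control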
# * marks the source's active call; other numbers are inactive results; x = no result given.
SMILES,TNAP inh hiacc,S1P3 antag,PMI act hi M6P,DTT redox prof,Hsp70 act,Efa HMGR inh,PMI act,Lmaj promast,RAM inhibit,TNAP inh no acc
Cn1c(=O)c2c(nc(N3CCc4ccccc4C3)n2Cc2ccc(Br)cc2)n(C)c1=O,-4.4,9.1,1,-0.1,-0.1,-5.3,0.9,18.1,0.1,0.3
Cc1ccc(-n2c(=S)[nH]c3sc4c(c3c2=O)CCC4)cc1,-2.4,0.9,0.9,0.3,-0.2,-0.3,1,-4.8,3.9,-4.8
Cc1cccc(C)c1NC(=O)CSc1nc(-c2ccco2)cc(C(F)(F)F)n1,-2.2,x,1,0.0,-0.2,-1.7,1.1,1.7,1.4,-8.2
Cc1ccc(C(=O)Oc2cccc(NC(=O)c3ccccc3)c2)cc1C,0.3,-6.3,0.8,-0.2,-0.4,-3.9,0.7,3.1,10.5*,-20.6
O=C(CCc1nc2ccccc2[nH]1)NCc1ccc2c(c1)OCO2,-6.5,-39.9,1.1,0.5,0.1,-3.6,1.1,7.0,-0.5,-5.4
Cc1nc(S(=O)(=O)NC2CCCCC2)c(C#N)c(C)c1Cl,1.2,-21.0,1,2.6,-0.3,-0.8,1.1,2.0,-0.6,-5.8
COc1ccccc1NC(=O)c1ccc2nc(N3C(=O)CCC3=O)sc2c1,-4.6,x,1,-0.9,0.0,x,1,-2.4,4.3,-15.8
O=C(Nc1ccc(S(=O)(=O)Nc2nccs2)cc1)c1ccc(=O)[nH]c1,-2.3,-4.1,0.6,0.0,0.1,-3.4,0.9,-5.7,2.0,-13.0
O=C(Nc1ccc(Cl)cc1)c1ccc2nsnc2c1,-0.8,-1.5,1,-1.1,0.3,-5.8,1.1,7.5,3.3,-7.5
CCOc1ccc(C2Nc3ccc4ccccc4c3-c3c2c(=O)oc2ccccc32)cc1 (stereo unspecified),-5.1,x,1,0.5,0.6,-2.8,0.9,55.5*,5.2,-35.2
c1cncc(-c2nnc(SCCSc3nnc(-c4cccnc4)o3)o2)c1,x,-23.1,x,0.8,-0.1,x,x,4.4,x,x
O=C(O)C1CCCCC1C(=O)NCCCN1CCOCC1 (stereo unspecified),1.6,-3.7,1.2,0.2,0.0,4.4,1.2,0.1,1.0,-9.4

# As a working copy, four of the compounds above:
SMILES,TNAP inh hiacc,S1P3 antag,PMI act hi M6P,DTT redox prof,Hsp70 act,Efa HMGR inh,PMI act,Lmaj promast,RAM inhibit,TNAP inh no acc
O=C(Nc1ccc(Cl)cc1)c1ccc2nsnc2c1,-0.8,-1.5,1,-1.1,0.3,-5.8,1.1,7.5,3.3,-7.5
CCOc1ccc(C2Nc3ccc4ccccc4c3-c3c2c(=O)oc2ccccc32)cc1 (stereo unspecified),-5.1,x,1,0.5,0.6,-2.8,0.9,55.5*,5.2,-35.2
c1cncc(-c2nnc(SCCSc3nnc(-c4cccnc4)o3)o2)c1,x,-23.1,x,0.8,-0.1,x,x,4.4,x,x
O=C(O)C1CCCCC1C(=O)NCCCN1CCOCC1 (stereo unspecified),1.6,-3.7,1.2,0.2,0.0,4.4,1.2,0.1,1.0,-9.4

# Next part.
SMILES,TNAP inh hiacc,S1P3 antag,PMI act hi M6P,DTT redox prof,Hsp70 act,Efa HMGR inh,PMI act,Lmaj promast,RAM inhibit,TNAP inh no acc
Cc1cnc(CN(C)Cc2c(C(=O)N3CCc4ccccc4C3)nc3ccc(Cl)cn23)[nH]1,-7.1,6.2,1,-0.8,-0.2,0.0,1,10.1,-0.2,-12.1
COc1cc(S(=O)(=O)N2CCN(C)CC2)c(OC)cc1Cl,-4.9,x,1,0.1,-0.5,-1.0,0.9,-5.9,0.2,-17.8
CSc1ccc(N2C(=O)NC3(CCCCC3)C2=O)cc1,-4.9,-12.3,0.9,-3.5,0.1,0.2,0.9,13.1,1.4,-4.9
Cc1cc(C)n(-c2cccc3cccnc23)n1,-3.0,-27.0,0.9,0.4,-0.2,-3.0,0.9,-5.5,0.9,-11.2
CCN1CCCc2cc(CN(CCN3CCOCC3)C(=S)Nc3ccccc3C)ccc21,-4.6,-1.0,0.8,-0.2,0.0,10.2*,0.9,-2.4,0.4,-15.8
O=C(Nc1ccon1)C12CC3CC(C1)CC(n1cnc([N+](=O)[O-])n1)(C3)C2,5.7,0.5,1,0.3,0.1,-2.0,1.1,61.9*,0.1,-5.1
N#CC1=C(N)NC(SCc2ccccc2)=C(C#N)C12CCCC2,-1.5,-8.0,0.9,-0.2,0.3,-0.7,0.9,26.1,3.6,-1.8
CC1(C)CC(=O)C2=C(C1)OC1=C(C(=O)CC(C)(C)C1)C2(C)C,-3.4,-15.1,1,-0.1,-0.4,-3.3,0.9,-1.1,2.5,-18.7
COCCN(CCOC)c1cc(C)c(C#N)c2nc3ccccc3n12,-3.1,-6.2,0.9,-0.7,-0.3,-5.4,0.9,-2.7,0.1,-13.9
O=c1nc2n(c3sc4c(c13)CCCC4)C(CBr)CS2 (stereo unspecified),-5.7,x,1,-4.5,0.3,0.7,0.9,6.1,0.8,-14.5
CCN(C(=O)COC(=O)c1cccnc1Nc1cccc(C(F)(F)F)c1)C1CCS(=O)(=O)C1 (stereo unspecified),-6.1,2.9,1,0.2,-0.3,-5.9,0.9,59.0*,0.9,-6.3
CC(Oc1ccc(Cl)cc1Cl)C(=O)Nc1cccc(O)c1 (stereo unspecified),-1.1,-4.9,0.7,-2.2,0.1,-3.3,0.9,11.9,-2.2,-2.5

# Records above shown as hits in Efa HMGR inh:
mol | TNAP inh hiacc | S1P3 antag | PMI act hi M6P | DTT redox prof | Hsp70 act | Efa HMGR inh | PMI act | RAM inhibit | TNAP inh no acc
CCN1CCCc2cc(CN(CCN3CCOCC3)C(=S)Nc3ccccc3C)ccc21 | -4.6 | -1.0 | 0.8 | -0.2 | 0.0 | 10.2* | 0.9 | 0.4 | -15.8

# Following part.
SMILES,TNAP inh hiacc,S1P3 antag,PMI act hi M6P,DTT redox prof,Hsp70 act,Efa HMGR inh,PMI act,Lmaj promast,RAM inhibit,TNAP inh no acc
CC(=O)/C=C1\SC(CC(=O)O)C(=O)N1c1ccccc1 (stereo unspecified),4.9,x,1,0.0,-0.1,-3.8,1,-4.6,0.2,-9.1
COc1ccc(NC(=O)c2cccs2)cc1NC(=O)c1ccco1,-5.3,x,1,3.2,-0.2,-2.0,1.1,52.2*,1.5,-9.4
CCOc1ccc(NC(=O)CSc2nnc(Cc3cccn3C)n2-c2ccc(F)cc2)cc1,-6.6,-3.8,0.8,-2.6,-0.4,6.2,0.8,3.9,2.4,-17.8
CCC(C)(C)NC(=O)COc1ccc(OCc2ccccc2)cc1,-1.0,-0.2,0.9,-0.4,-0.2,-0.7,0.9,-8.3,1.3,-3.9
CCCN(Cc1cc2cc(C)ccc2[nH]c1=O)S(C)(=O)=O,-10.0,-18.9,1,0.2,-0.2,2.3,1.1,3.3,0.9,-4.2
COc1ccc(OCc2cccc(C(=O)O)c2)cc1,-2.3,3.1,1,x,x,0.1,1,x,0.0,1.5
CCCCNC(=O)CSc1nc2cc3c(cc2c(=O)n1Cc1ccco1)OCO3,-8.7,-30.5,0.9,0.0,-0.2,-5.0,1,4.6,2.1,-22.0
NC(=S)Nc1nccc(-c2cccs2)n1,-2.8,-1.2,1.3,-0.1,-0.1,-6.9,1.1,-5.0,1.8,-8.1
N#C/C(=C(/O)COC(=O)c1ccc(Cl)c(S(=O)(=O)N2CCOCC2)c1)c1nc2ccccc2[nH]1,0.2,-0.9,0.8,-0.4,-0.2,-3.1,0.8,-7.7,3.6,1.3
CCn1c(SCC(=O)NCc2cccs2)nnc1-c1ccco1,-3.7,x,0.9,0.5,-0.1,2.6,0.9,-4.5,0.2,-1.7
CC(Oc1ccc(Cl)cc1Cl)C(=O)NCCCn1ccnc1 (stereo unspecified),-11.5,-5.1,0.9,-0.8,-0.2,2.0,1,-7.9,1.2,-9.8
CCS(=O)(=O)NCC(c1ccco1)N1CCN(c2ccccc2F)CC1 (stereo unspecified),-3.2,-7.0,1,-0.3,0.1,-0.8,1,4.6,2.1,-6.0
O=C(CNC(=O)c1ccc(N2C(=O)c3ccccc3C2=O)cc1)OCC(=O)c1cccc2ccccc12,-5.9,-7.0,0.9,0.5,-0.1,-2.4,1,62.1*,5.1,-4.4
CN1CCN(c2ccccc2NC(=O)c2ccc(N3CCCCC3)c([N+](=O)[O-])c2)CC1,1.0,-4.6,1.1,-0.4,-0.2,-2.9,1.1,17.1,1.0,0.8
CN1/C(=C\C(=O)Nc2ccc(F)cc2)C(C)(C)c2ccccc21,-5.5,3.5,1,0.4,-0.2,-7.4,1,7.7,1.4,-3.2
CCC(CC)C(=O)c1c[nH]c(C(=O)NCCCN2CCOCC2)c1,-7.0,x,1.1,0.4,-0.3,-3.4,1.1,-1.9,0.9,-2.7
Cc1nc(C)c(C(=O)Nc2ccccc2-c2ccccc2)o1,-2.0,-24.9,1,-0.2,0.1,0.3,1,10.2,1.9,-7.1
COc1cccc(OCCOc2c(OC)cccc2OC)c1,-4.6,8.6,0.9,0.6,-0.1,-2.1,0.9,-3.4,0.8,-3.6
Cc1ccc(C(=O)NCCNc2nc3cc(C)c(C)cc3cc2C)cc1,-2.5,-0.3,1,-0.4,0.3,0.2,1,17.7,-1.2,-6.7
COc1cc(/C=N/N2C(=O)CSC2=S)ccc1O,4.1,x,1,0.1,-0.5,-3.4,1,-3.9,1.5,0.0
COc1ccc(C)cc1-n1nnnc1SCc1cn2ccsc2n1,-4.2,-3.3,1,-3.8,-0.1,4.7,1,8.8,1.0,-8.2
Cc1cc(C)n(C(=O)CN2C(=O)COc3ccccc32)n1,-8.8,3.8,1.1,-1.2,-0.5,-5.0,1,-7.8,0.4,-1.1
CCN(C(=O)COC(=O)c1c(NC(C)=O)sc(C)c1C)C1CCS(=O)(=O)C1 (stereo unspecified),-4.7,1.1,1,-0.3,-0.4,-1.9,1,0.1,-0.5,9.8
CCCSc1nnc(Nc2ccccc2C)s1,-4.8,x,0.9,-4.0,0.1,-4.0,0.9,-5.3,-1.2,-9.6
COC(=O)C1=C(C)N(Cc2ccc(C)cc2)C(=O)C1,-3.8,x,0.9,1.3,-0.4,-4.8,1,-3.2,-0.8,-10.6
COc1ccc(-n2c(=S)[nH]c3cc(C(=O)NCCCN4CCOCC4)ccc3c2=O)c(OC)c1,-1.7,-29.9,0.9,8.8,0.0,-6.3,1,-7.7,-0.3,-3.6

# Three compounds out of the list, arranged by molecular weight, highest first.
SMILES,TNAP inh hiacc,S1P3 antag,PMI act hi M6P,DTT redox prof,Hsp70 act,Efa HMGR inh,PMI act,Lmaj promast,RAM inhibit,TNAP inh no acc
c1cncc(-c2nnc(SCCSc3nnc(-c4cccnc4)o3)o2)c1,x,-23.1,x,0.8,-0.1,x,x,4.4,x,x
CC(=O)/C=C1\SC(CC(=O)O)C(=O)N1c1ccccc1 (stereo unspecified),4.9,x,1,0.0,-0.1,-3.8,1,-4.6,0.2,-9.1
COC(=O)C1=C(C)N(Cc2ccc(C)cc2)C(=O)C1,-3.8,x,0.9,1.3,-0.4,-4.8,1,-3.2,-0.8,-10.6
